# Screening results (PubChem BioAssay)
# Vif-A3F inh: blocks the Vif interaction with APOBEC3F. HeLa A3F-eYFP + Vif (tagged APOBEC3F with the HIV-1 protein that degrades it), YFP fluorescence increase. Potency, µM (highest dose often 46.1 µM), for the others: top-dose activity, negative = active. 0.2% of 390,000 active. AID 602313; further: % of control where 0% means no effect; nearly all actives have a fitted effect of over 65% in size
#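 Fluorescence increase (Ex 488/Em 500-530) after overnight compound treatment at 37 deg C flags inhibition of Vif-driven A3F-eYFP loss in stable HeLa A3F-eYFP/Vif cells seeded overnight beforehand.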
# Vif-APOBEC3G blk: inhibitors of Vif-APOBEC3G interaction; Potency, µM (titrated, usually from 46.1 µM), without a hit: at the top dose activity, negative = active, most hits filed as inhibitors; AID 602310; 0.076% of 410,000 active; HeLa A3G-eYFP + Vif (tagged APOBEC3G with the HIV-1 protein that degrades it), YFP fluorescence, overnight; Q9HC16;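 further: on the % scale 0 is the no-effect control and ±100 the full control effect; nearly all actives have a fitted effect of over 60% in size; hits raise eYFP signal because A3G escapes Vif-driven loss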
#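 HeLa cells stably expressing Vif and C-terminally eYFP-tagged A3G, seeded overnight at 37 deg C, then exposed to compound by pintool overnight at 37 deg C. Rise in yellow fluorescence (Ex 488/Em 500-530, Acumen) marks blocked Vif-driven A3G degradation.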
# USP1-UAF1 inh: USP1/UAF1 (human) deubiquitinase inhibition; recombinant USP1/UAF1, Ub-Rhodamine cleavage fluorescence; Potency, µM (top dose mostly 57.1 µM), without a hit: top-dose activity change, negative = inhibition, usual class: inhibitors; 0.23% of 390,000 active; O94782; further: on the % scale 0 is the no-effect control and ±100 the full control effect; nearly all actives have a fitted effect of over 60% in size; inactives centre near -12
#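 In this screen, compounds sit with the deubiquitinase complex (1nM) for 15 min at room temperature before Ub-Rho is added at 150nM final. Fluorescence rise is then followed for 6 reads every 60 seconds.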
# TrxR1 substrate: substrates of rat thioredoxin reductase 1; purified TrxR1 substrate turnover, NADPH consumption readout; 0.01% of 390,000 active; Potency, µM (top dose mostly 114 µM), for inactives: at the top dose activity change, negative = substrate turnover; O89049; further: on the % scale 0 is the no-effect control and ±100 the full control effect; nearly all actives have a fitted effect of over 50% in size
#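 Rat TrxR1, dispensed at 90 nM, was prereduced with 400 uM NADPH (final) for 5 min at ~22 deg C, then incubated with compound 15 min before 400 uM selenite. A first-read NADPH fluorescence drop versus no-compound background flagged substrates.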
# RXFP1 ag: RXFP1 (human) receptor agonism | HEK293T-RXFP1 cAMP TR-FRET, 30 min; response scale: percent of porcine relaxin response, buffer zero | Potency, µM (top dose mostly 57.5 µM), without a hit: top-dose activation, hits mostly activators | 0.3% of 370,000 active; further: on the % scale 0 is the no-effect control and ±100 the full control effect; nearly all actives have a fitted effect of over 60% in size; many of its hits are not listed in these tables
# Target sequence (Q9HBX9 whole entry, looked up): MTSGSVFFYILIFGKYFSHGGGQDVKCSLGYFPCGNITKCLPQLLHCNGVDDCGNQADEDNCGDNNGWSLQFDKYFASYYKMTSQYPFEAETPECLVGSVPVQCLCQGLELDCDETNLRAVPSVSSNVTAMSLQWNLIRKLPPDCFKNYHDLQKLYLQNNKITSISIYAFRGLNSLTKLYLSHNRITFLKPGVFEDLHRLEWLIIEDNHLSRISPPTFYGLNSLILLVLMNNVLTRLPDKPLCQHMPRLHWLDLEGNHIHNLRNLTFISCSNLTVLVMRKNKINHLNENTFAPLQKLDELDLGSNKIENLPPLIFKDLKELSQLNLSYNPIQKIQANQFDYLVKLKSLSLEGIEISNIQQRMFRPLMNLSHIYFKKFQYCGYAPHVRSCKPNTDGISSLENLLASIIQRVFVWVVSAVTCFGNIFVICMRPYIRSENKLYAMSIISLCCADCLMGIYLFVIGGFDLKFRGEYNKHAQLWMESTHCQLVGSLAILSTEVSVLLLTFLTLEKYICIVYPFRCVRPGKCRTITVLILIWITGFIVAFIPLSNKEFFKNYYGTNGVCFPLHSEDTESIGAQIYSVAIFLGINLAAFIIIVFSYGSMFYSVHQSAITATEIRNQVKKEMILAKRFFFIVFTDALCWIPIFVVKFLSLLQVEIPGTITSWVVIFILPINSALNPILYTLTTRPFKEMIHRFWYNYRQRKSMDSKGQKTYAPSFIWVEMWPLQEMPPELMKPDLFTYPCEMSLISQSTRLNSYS
#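 HEK293 cells stably expressing RXFP1, treated 30 min at 37C with compounds plus PDE4 inhibitor Ro 20174; cAMP measured by HTRF TR-FRET. Normalized to buffer and 29 nM porcine relaxin; EC50 by Hill fit.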
# ALOX12 inh: blocks human arachidonate 12S-lipoxygenase; P18054; purified 12hLO, xylenol orange hydroperoxide absorbance; Potency, µM (series often up to 108 µM), for inactives: at the top dose activity change, negative = inhibition, hits mostly inhibitors; 1.1% of 580,000 active; further: on the % scale 0 is the no-effect control and ±100 the full control effect
#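 Purified human 12hLO at 150 nM in 25 mM Hepes, 0.01% Triton X-100, pH 7.0, preincubated 15 min at room temperature with compound. Reaction started with 40 uM arachidonic acid, 30 min at room temperature. Hydroperoxide measured by Fe-xylenol orange, 573/405 nm absorbance ratio.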
# rTrxR1 inhibitor: inhibitors of rat thioredoxin reductase 1. Potency, µM (doses to about 114 µM), inactives show top-dose activity change, negative = inhibition, actives largely listed as inhibitors. recombinant rTrxR1, NADPH fluorescence consumption, selenite substrate. 1% of 390,000 active; further: on the % scale 0 is the no-effect control and ±100 the full control effect; nearly all actives have a fitted effect of over 65% in size
#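 Rat TrxR1 (90 nM in the dispensed reagent) was pre-reduced with 400 uM NADPH for 5 min at room temperature, then incubated with compound for 15 min. After 400 uM selenite was added, NADPH fluorescence (Ex 340/Em 450 nm) was followed for 8 min.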
# RGS4 inhibitor: human RGS4 inhibition; P49798; Transcreener GDP fluorescence polarization, RGS4-accelerated GTP hydrolysis; Potency, µM (top dose mostly 114 µM), for inactives: at the top dose activity change, negative = inhibition, hits mostly inhibitors; 0.039% of 390,000 active; AID 504845; further: on the % scale 0 is the no-effect control and ±100 the full control effect; nearly all actives have a fitted effect of over 75% in size; some results filed as inactive show a strong effect at the top dose
# Target sequence (P49798 whole entry, looked up): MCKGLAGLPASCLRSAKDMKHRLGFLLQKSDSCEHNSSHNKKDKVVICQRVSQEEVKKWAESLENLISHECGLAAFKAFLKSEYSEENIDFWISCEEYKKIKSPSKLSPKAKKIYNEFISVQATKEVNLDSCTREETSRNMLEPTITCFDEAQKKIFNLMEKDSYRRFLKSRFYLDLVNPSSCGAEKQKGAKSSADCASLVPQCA
#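 MLSMR compounds (23 nl, pin-transferred) preincubated 10 min at room temperature with a 500nM (2x) first reagent, then RGS4 at 900nM (2x) plus Transcreener GDP mix added; fluorescence polarization (620/688 nm) read before and after 90 min at 30 °C.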
# mIDH1 inhibitor: human IDH1 R132H inhibition. O75874. 0.093% of 390,000 active. IDH1-R132H enzyme, NADPH consumption, diaphorase/resazurin fluorescence. AID 602179. Potency, µM (doses to about 76.6 µM), inactives show at the highest dose activity change, negative = inhibition, usual class: inhibitors; further: on the % scale 0 is the no-effect control and ±100 the full control effect; nearly all actives have a fitted effect of over 65% in size
#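 IDH1-R132H (0.5 ug/mL dispensed) in pH 7.5 Tris buffer was preincubated 30 min with compound, then given a substrate mix of 0.016 mM NADPH and 2 mM alpha-KG for 80 min at room temperature; remaining NADPH was read by diaphorase/resazurin fluorescence.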
# * hit, by the source's call; i = inactive; ? = inconclusive; / = no result given; & = joins results of further samples; ! = a repeat was not active; [ ] = dose if it differs, or a comment. The call rests on the fitted dose curve; in most records, active means well fitted curve in the direction sought with a large enough effect; inconclusive means small, poorly fitted or top-dose-only effect, or another doubt; inactive means no such curve, though single readings can be large; an effect the other way counts as inactive or inconclusive. Potency means the concentration at half of the fitted maximal effect. Only part of the results is shown (hit frequency here may not be typical).
SMILES,Vif-A3F inh,Vif-APOBEC3G blk,USP1-UAF1 inh,TrxR1 substrate,RXFP1 ag,ALOX12 inh,rTrxR1 inhibitor,RGS4 inhibitor,mIDH1 inhibitor
CC1CCC(NC(=O)CNC(=S)N2CC3CC(C2)c2cccc(=O)n2C3)CC1 (stereo unspecified),-6%,0%,-3%,3%[57.1 µM],-1.4%,5%,11%[57.1 µM],-9%[56.9 µM],4%
C[C@]12CC[C@@H](O)CC1=CCC1C2CC[C@]2(C)C(=O)[C@H](F)CC12 (stereo partly specified),1%,-5%,-14%,7%,/,?,13%,-10%,0%
Cc1cc(OC(=O)c2ccco2)c2c3c(c(=O)oc2c1)CCC3,-4%,-1%,-6%,4%,0.2%,7%,-8%,33%,2%
Nc1ccc(-c2ccc(N)cc2)cc1,1%,2%,-13%,11%,/,0%,7%,-47%,8%
COc1ccc(-n2c(/C=C/c3cccc(F)c3)nc3ccccc3c2=O)c(OC)c1,0%,0%,-21%,-5%,-0.6%,i,10%,-21%,4%
COCCNC(=O)N1[C@H]2CC[C@@H]1C(C(=O)OC)=C(c1ccc(OC(F)(F)F)cc1)C2,-9%,0%,8%,1%,0.1%,27%,6%,3%,5%
COc1ccc(Br)cc1CN1CCN(CCO)CC1,-7%,0%,-7%,7%,2.7%,?,9%,17%,-2%
CN1C2CCC1CC(OC(=O)c1cc(Cl)cc(Cl)c1)C2 (stereo unspecified),0%,1%,-20%,?,1.6%,0%,6%[57.1 µM],30µM*!,3%
CC(=O)OC1C2CCC1C(N1CCCC1)CC2 (stereo unspecified),-1%,-2%,4%,-13%,-1.1%,25%,8%[57.1 µM],7%[11.4 µM],7%
C=CCn1c(O)c(Cc2ccc(OCC)cc2)c(=O)[nH]c1=O,-3%,5%,-26%,3%,2.2%,-10%,17%[57.1 µM],-2%,-1%
Cc1ccccc1C1CC(=O)Nc2ccc3ccccc3c21 (stereo unspecified),-14%,-25%,?,-5%,4.8%,-8%,-13%,2%,6%
Cc1nn(Cc2ccccc2)c(C)c1C(=O)OCC(=O)NCc1ccco1,?,-3%,-21%,14%,0.4%,426%[activator],22%,8%,4%
CN(C)S(=O)(=O)c1cccc(C(=O)N2CCC(C(=O)O)(c3ccccc3)CC2)c1,6%,-4%,4%,-13%,0.1%,0%,8%[57.1 µM],9%,-4%
Cc1ccc(-n2c(O)c(C=NCC3CCCO3)c(=O)[nH]c2=O)c(C)c1 (stereo unspecified),-1%,0%,-12%,1%,-2.9%,139%[activator],11%,6%,2%
Cc1ccccc1C(=O)NNC(=S)NC(=O)COc1ccccc1,-3%,0%,?,-5%,1.2%,3.5µM*,?,?,7%
COC(=O)Cn1cc(C(=O)c2ccccc2F)c2ccccc21,2%,-7%,-17%,-3%[57.1 µM],-0.2%,0%,12%[57.1 µM],-14%,5%
C=CCn1c(=O)c(C=Nc2c(OC)cccc2[N+](=O)[O-])c(O)n(CCCC)c1=O,-23%,?,-24%,-14%[57.1 µM],7.0%,-10%,5%[57.1 µM],-36%,10%
C[C@H]1COC(=O)[C@H](Cc2ccc(F)cc2)CC/C=C/C[C@@H](CC(=O)N(CCO)Cc2ccccc2)C(=O)N1,-6%,0%,?,1%,/,-9%,10%,-5%,-7%
CN1CCC(N2CC3CC(C2)c2cccc(=O)n2C3)CC1 (stereo unspecified),-9%,0%,-3%,-1%,0.3%,-13%,-3%,21%,-9%
Cc1ccccc1C1=NCC(=S)Nc2ccc(Cl)cc21,/,1%,-4%,-2%,-1.7%,195%[activator][57.4 µM],2%,?,5%
CCOc1ccccc1CN1CCN(S(=O)(=O)CC)CC1,1%,0%,-9%,6%,1.5%,?,18%,13%,0%
CN1CCN(c2cccc3c2C(=O)c2ccccc2C3=O)CC1,-2%,8%,-7%,-1%,0.5%,-8%,-5%,-18%,-2%
O=C(CCN1CCCCC1)NCC(=O)Nc1ccc(Br)cc1C(=O)c1ccccc1,-13%,-5%,-4%,-14%,1.5%,?,-9%,1%,6%
Cc1cc(N(CCCl)CCCl)ccc1C=NNC(=O)Cc1cc(=O)oc2cc(O)ccc12,-10%,2%,-5%,138%[activator],/,7%,-23%,-14%,-1%
CCCN(CCC)C1Cc2cc(OC)c(OC)cc2C1,6%,-4%,10%,9%[57.1 µM],/,3%&-16%&21%,18%[57.1 µM],20%[56.9 µM],-13%

# Further compounds.
SMILES,Vif-A3F inh,Vif-APOBEC3G blk,USP1-UAF1 inh,TrxR1 substrate,RXFP1 ag,ALOX12 inh,rTrxR1 inhibitor,RGS4 inhibitor,mIDH1 inhibitor
O=C1NC(=O)C2C1C1(Cl)C(Cl)=C(Cl)C2(Cl)C1(Cl)Cl (stereo unspecified),0%,0%,?,10%[57.1 µM],/,-5%,19%[57.1 µM],23%,9%
Cc1cccc(CN2C(=O)CN=C(c3ccccc3)c3ccccc32)c1,-3%,-12%,-27%,-17%[57.1 µM],-1.2%,-8%,-19%[57.1 µM],-6%,-11%
CCOC(=O)c1nsnc1NCCCl,0%,0%,-7%,-7%[57.1 µM],4.2%,-1%,20%[57.1 µM],-14%,5%
Cc1nc2ccccc2c(=O)n1-c1ccc(Br)cn1,4%,-1%,?,3%[57.1 µM],2.2%,-32%,8%[57.1 µM],20%,-3%
COC(=O)C1=C(c2ccc(OC(F)(F)F)cc2)C[C@@H]2CC[C@H]1N2C(=O)NCCOc1ccccc1,-1%,-7%,-20%,-20%,-1.8%,1%,-2%,8%,0%
OC(c1ccccc1)(c1ccccc1)C1CN2CCC1CC2 (stereo unspecified),1%,-1%,-15%,1%,0.2%,-2%&-7%,3%,10%,5%
COC(=O)C(O)(c1ccc(NC(=O)c2cccs2)cc1)C(F)(F)F (stereo unspecified),1%,-2%,-24%,-3%,0.6%,?,12%,17%,17%
CCOC(=O)C1CCN(/C=C2/C(=O)NC(=S)N(c3ccccc3F)C2=O)CC1,-5%,0%,-3%,-1%,0.7%,-21%,0%,-25%,0%
CC(=O)OC1CCC2(C)C3CCC4(C)C(OC(C)=O)CCC4C3C(C)C2(O)C1 (stereo unspecified),9%,0%,-17%,-4%[2.29 µM],/,-7%,3%[57.1 µM],-1%,12%
Cc1cccc(CN2CCN(CC(=O)N3CCC4(CC3)OCCO4)C2=O)c1,3%,2%,-4%,2%,0.1%,46%[activator],-1%,-5%[56.9 µM],-1%
COc1ccc(Nc2nc(N)nc(CSc3nc4ccccc4s3)n2)cc1,3%,-7%,-29%,0%,2.6%,-17%,14%,18%,?
Cc1ccc(-c2nc3ccccc3c(=O)n2-c2cccc(O)c2)cc1,4%,-1%,-20%,-1%,3.3%,?,19%,3%,-7%
COc1ccc(C(=O)CC(c2ccc(OC)c(OC)c2)c2c(O)c3ccccc3oc2=O)cc1OC (stereo unspecified),-3%,-4%,-4%,/,/,-6%,/,/,9%
COC(=O)C1=C(c2ccc(S(C)(=O)=O)cc2)C[C@@H]2CC[C@H]1N2C(=O)N1CCOCC1,0%,4%,15%,7%,/,3%,30%[57.1 µM],0%,6%
CN1CCN(C(=O)COc2ccc3ccccc3c2)CC1,-5%,0%,-3%,-4%[57.1 µM],-0.2%,13%,-8%[57.1 µM],0%,-8%
CSc1ccc(CN2CCN(C(=O)COc3cccc(C)c3)CC2)cc1,4%&-2%,0%&9%,?,5%[57.1 µM],1.5%&0.0%,?,13%&-9%,-5%&6%,5%&1%
CCCCn1c(O)c(/C(CC)=N/N2CCCCC2c2cccnc2)c(=O)[nH]c1=S (stereo unspecified),-9%,-16%,-15%,10%[57.1 µM],1.1%,0%,24%[57.1 µM],-9%,-4%
O=C1C(Cl)=C(N2CCOCC2)C(=O)N1c1ccccc1F,4%,0%,-22%,-3%,-0.1%,-30%,-8%,?,2%
COc1ccc(CN2C(=O)NC(=O)/C(=C\c3ccc(OC)c(OC)c3OC)C2=O)cc1,3%,-2%,9%,6%[57.1 µM],0.6%,?,-38%,?,2%
COP(=O)(NC(=O)C(Cl)(Cl)Cl)OC,10%,1%,-5%,0%,-4.0%,0%,30%,35%,-2%
CS(=O)(=O)NCc1nnc2n1-c1ccc(Cl)cc1C(c1ccccc1)=NC2,-3%,0%,-3%,7%[57.1 µM],0.0%,0%,-2%[57.1 µM],6%,0%
O=C(Cn1ncc2c3ccccc3n(Cc3ccc(F)cc3)c2c1=O)N1CCC2(CC1)OCCO2,0%,3%,-8%,10%,-0.3%,/,7%,12%,1%
CC(NCc1ccccc1C(F)(F)F)C(O)c1ccccc1 (stereo unspecified),5%,-6%,-20%,0%,-1.5%,-28%,10%,-7%,3%

# Part of the list above in order of formula weight, falling.
SMILES,Vif-A3F inh,Vif-APOBEC3G blk,USP1-UAF1 inh,TrxR1 substrate,RXFP1 ag,ALOX12 inh,rTrxR1 inhibitor,RGS4 inhibitor,mIDH1 inhibitor
O=C(Cn1ncc2c3ccccc3n(Cc3ccc(F)cc3)c2c1=O)N1CCC2(CC1)OCCO2,0%,3%,-8%,10%,-0.3%,/,7%,12%,1%
CN1CCN(C(=O)COc2ccc3ccccc3c2)CC1,-5%,0%,-3%,-4%[57.1 µM],-0.2%,13%,-8%[57.1 µM],0%,-8%
CCOC(=O)c1nsnc1NCCCl,0%,0%,-7%,-7%[57.1 µM],4.2%,-1%,20%[57.1 µM],-14%,5%
